Bioassay records as filed in PubChem BioAssay.
miR122 inh: miR-122 inhibition in Huh7 cells; Huh7 miR-122 Renilla luciferase sensor, 48 h; neutral wells = 0, positive control = 100; 340,000 compounds, 0.3% hits; activation (reporter increase), % at 12.5 µM;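 active means mean replicate activation score at least 90 and every replicate individually at or above 90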;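 further: higher luciferase means less miR-122 activity so hits act as miR-122 inhibitors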
CASP6 VEID inh: caspase-6 (human) enzyme inhibition; P55212; purified caspase-6, Z-VEID-R110 cleavage fluorescence; inhibition, % at 12.5 µM; 350,000 compounds, 0.53% hits;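 active means mean inhibition across replicates at least about 35%, with every replicate also reaching that limit, limit read from the data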;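 further: 0% = median of neutral control wells and 100% = no fluorescence left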
Target sequence (P55212 24-179 limits assumed): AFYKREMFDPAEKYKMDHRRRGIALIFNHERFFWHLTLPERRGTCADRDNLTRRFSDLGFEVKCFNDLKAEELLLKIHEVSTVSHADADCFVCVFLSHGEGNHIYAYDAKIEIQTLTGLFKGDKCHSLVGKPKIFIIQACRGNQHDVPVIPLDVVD
Target sequence (P55212 194-293 limits assumed): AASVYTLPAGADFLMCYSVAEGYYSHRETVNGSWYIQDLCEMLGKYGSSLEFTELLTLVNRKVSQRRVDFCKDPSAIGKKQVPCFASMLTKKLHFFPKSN
EWS-Fli inh: inhibitors of EWS/Fli oncoprotein transcriptional activity; 350,000 compounds, 0.67% hits; A673 NR0B1-luciferase reporter, viability-normalised; inhibition, % at 12.6 µM; AID 651661;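 active means mean inhibition of at least 50% after viability correction, with every replicate also passing that limit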;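 further: firefly luciferase signal divided by Alamar Blue viability fluorescence both relative to DMSO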
Cneo AK release: Cryptococcus neoformans lysis via adenylate kinase release | AID 651654 | 360,000 compounds, 0.2% hits | C. neoformans lysis, adenylate kinase release luminescence, 4 h; normalised: neutral wells 0, clomiphene wells 100 | lysis activity, % at 15 µM;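 active means mean lysis activity across replicates of at least 80%, whatever share of replicates individually reach that level; inactive means mean lysis activity below 80%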
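Material – Cryptococcus neoformans yeast cells · Quantity – 5 × 10^6 yeast cells/mL · Buffer or medium – YPD medium · Compound – single dose · Timing – 4 h static compound exposure, 37 °C, read 1 h post-reagent · Signal – adenylate kinase release luminescence · Read-out basis – lysis from increased AK signal · Benchmarks – Clomiphene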
FN deposition inh: fibronectin deposition inhibition | 350,000 compounds, 0.086% hits | AH1F fibroblasts, Alexa488-fibronectin deposition fluorescence, overnight | inhibition, % at 12.6 µM;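 active means mean inhibition across replicates of 30% or more, regardless of how many single replicates reach that level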;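 further: positive control wells lacked labelled fibronectin entirely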
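Material: AH1F fibroblasts assembling fluorescent fibronectin matrix; amount: 10000 AH1F cells/well; medium: DMEM, 2% serum; reagent: Alexa488-fibronectin, 24 nM final in well; dosing: single compound dose, delivered by pin transfer; incubation: 1 h adhesion, overnight exposure; detection: fluorescence after three HBSS washes, excitation 485 nm, emission 525 nm; measure: fibronectin deposition inhibition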
LGR2 antag: inhibitors of bursicon-induced Drosophila LGR2 receptor cAMP signaling; inhibition, % at 9.99 µM; 380,000 compounds, 0.35% hits; HEK293 LGR2, CRE-luciferase, bursicon-stimulated, 4 h;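 active means drop in luminescence signal, shown as inhibition above about 50% in the replicate tests, limit read from the data, passing the limit was not always enough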;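 further: agonist challenge used bursicon conditioned medium at about half maximal strength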
PAX8 inh HTS: lowers PAX8-driven luciferase in RMG-I cells | inhibition, % at 12.6 µM | AID 652154 | 360,000 compounds, 1.2% hits | RMG-I TPO-luciferase reporter, SteadyGlo, 24 h;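 active means mean replicate inhibition at least 60% with every replicate also reaching 60%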;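 further: luciferase light reporting Pax8 driven TPO promoter activity; plate controls were median of neutral control wells for no effect and mitoxantrone controls for full effect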
PGC1a acetyl inh: PGC1a acetylation modulation, inhibitor mode | U2OS PGC1a acetylation, AlphaScreen anti-acetyl-lysine; with virally co-expressed GCN5 acetyltransferase | inhibition, % at 15.6 µM | 350,000 compounds, 0.17% hits;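 active means every replicate shows inhibition of at least 40%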;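 further: 0% = neutral control wells and 100% = positive control wells; some results beyond the cut were filed as inactive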
Active calls of the source: *; / = not tested or not shown; & = joins results of further samples; [ ] = another dose, or the depositor's remark.

SMILES | miR122 inh | CASP6 VEID inh | EWS-Fli inh | Cneo AK release | FN deposition inh | LGR2 antag | PAX8 inh HTS | PGC1a acetyl inh
COc1ccc(CN2CCNC(=O)C2CC(=O)O)c(OC)c1 (stereo unspecified) | -2 | -10 | -10 | 1 | 10 | -1 | -9 | -5
CN1c2ccc(-c3ccccc3)cc2[C@@H]2[C@@H](CCN2C(=O)NC2CCCC2)[C@H]1CO | -2[16.7 µM] | -5 | -9 | -9 | 0 | -15 | 18 | -9
COc1ccc(C(=O)NC2CCCc3ccccc32)cc1Br (stereo unspecified) | 34 | -2 | 25 | 1 | 11 | -16 | 26 | /
COC(=O)c1cc(NC(=O)c2cccnc2)ccc1N1CCOCC1 | / | 2 | -5 | / | 2 | 23 | 20 | -3
Cc1ccc(-c2nnc(CCC(=O)N(C)Cc3nccs3)o2)s1 | 2 | -2 | -51 | / | -2 | -45 | -73 | 4
CCc1nc2sc3c(=O)[nH]cnc3c2c2c1CSC(C)(C)C2 | 10 | 1 | -2 | -2 | -10 | 2 | 8 | 7
COCCN(CCOC)c1nc(-c2ccc(Cl)cc2)nc2ccccc12 | 11 | 1 | 33 | 5 | 10 | / | 22 | 13
C[C@H]1CN([C@@H](C)CO)S(=O)(=O)c2ccc(C3=CCCC3)cc2O[C@H]1CN(C)CC1CCOCC1 | / | / | -1 | 0 | / | -12 | -29 | -8
Cn1c(=O)oc2cc(S(=O)(=O)N3CCN(c4cccc(Cl)c4)CC3)ccc21 | 9 | / | / | 3 | 4 | / | / | -8
COCC(=O)Nc1cc(Cl)ccc1C | / | -3 | -3 | / | 5 | -2 | 23 | /
CC(C)c1nc(NCCO)c2nnn(Cc3ccccc3)c2n1 | / | 0 | 4 | / | 7 | -9 | 2 | -2
CSc1c(CN2CCN(C)CC2)c2ccccc2n1C | -4 | -12 | -21 | 0 | -1 | -13 | -5 | 2
Cc1coc(NC(=O)CSc2nc(-c3ccc(Cl)cc3)cc(C(F)(F)F)c2C#N)n1 | 8 | / | / | 2 | -5 | / | 22 | -6
CCCNC(=O)N(C)C[C@@H]1Oc2ncc(C#Cc3ccncc3)cc2C(=O)N([C@@H](C)CO)C[C@@H]1C | 0[16.7 µM] | 2 | -1 | -1 | -6 | -32 | / | -6
CC(=O)c1ccc(N2CCN(C(=O)C(=O)c3c(C)[nH]c4ccccc34)CC2)cc1 | 4 | -1 | 0 | -4 | / | -15 | -19 | -66
C[C@@H]1CN([C@H](C)CO)C(=O)c2cc(NC(=O)CCCN(C)C)ccc2O[C@@H](C)CCCCO[C@@H]1CN(C)S(=O)(=O)c1cn(C)cn1 | 4[16.7 µM] | -10 | -14 | -2 | / | 1 | 3 | 1
CCc1nc2c(OCc3ccc(C(=O)OC)cc3)cccn2c1N(C)C(=O)c1ccc(C)cc1 | 0 | 39* | 1 | 0 | 4 | 11 | 12 | /
N#C[C@H]1[C@@H](c2ccccc2C2=CCCC2)[C@H](CO)N1S(=O)(=O)c1ccccc1 | / | 2 | -7 | / | -6 | 6 | / | -6
COc1ccc(-n2c(=O)/c(=C\c3cccs3)s/c2=C(/C#N)C(=O)N2CCN(C)CC2)cc1 | -1 | / | -8 | / | / | 0 | -12 | -9
N#C[C@@H]1[C@H](c2ccc(C3=CCCCC3)cc2)[C@H](CO)N1C(=O)c1cccc(F)c1 | / | 0 | 10 | 5 | -3 | -9 | 3 | -9
COc1ccc(CN(C)C[C@@H]2OCCCC[C@H](C)Oc3ccc(NC(=O)c4ccccc4)cc3C(=O)N([C@@H](C)CO)C[C@@H]2C)cc1 | 4[16.7 µM] | -1 | 5 | -4 | / | 4 | 4 | 2
C[C@@H]1CCCCO[C@@H](CN(C)C(=O)CCCN(C)C)[C@H](C)CN([C@H](C)CO)C(=O)c2cc(NC(=O)Nc3ccc4c(c3)OCO4)ccc2O1 | -3[16.7 µM] | / | -3 | 5 | -5 | -17 | -9 | 1
CC1(c2cccc(Br)c2)NC(=O)N(CC(=O)Nc2ccc(F)cc2)C1=O (stereo unspecified) | -6 | -1 | 2 | 1 | -11 | 14 | 7 | -6
CC(=O)Nc1cccc(-c2nc3ccccc3[nH]2)c1 | 51 | 4 | -17 | 11 | 10 | / | -23 | /
COC(=O)Cn1cc(/C=C/c2cc[n+](C)cc2)c2ccccc21 | -4 | -9 | 14 | 2 | -2 | -2 | -5 | -4
CO[C@@H](CN(C)Cc1cc(F)ccc1F)[C@@H](C)CN([C@H](C)CO)S(=O)(=O)c1ccc(Cl)cc1 | / | 0 | 2 | 7 | -2 | 6 | / | -24
COc1ccc(NC(=O)N(C)C[C@@H]2OCc3cnnn3CCCC(=O)N([C@H](C)CO)C[C@H]2C)c(OC)c1 | 2[16.7 µM] | -3&-3 | 3&-2 | 49 | 2&2 | 7&8 | -29&-18 | -2
CCN(C(=O)COC(=O)c1ccccc1NCCO)c1cccc2ccccc12 | / | -2 | 1 | 5 | 2 | -2 | -1 | /
O=C(Nc1cc(C(F)(F)F)cc(C(F)(F)F)c1)Nc1cnn(-c2ccc([N+](=O)[O-])cc2)c1C(F)(F)F | 0 | 1 | 19 | -5 | -2 | 4 | 5 | 1
C[C@@H](NC(=O)C[C@@H]1CC[C@H]2[C@@H](COc3ccc(NC(=O)C4CCOCC4)cc3C(=O)N2C)O1)c1ccccc1 | 27[16.7 µM] | / | -8 | / | 6 | -5 | -17 | 31
COc1cc2c(cc1OC)C(c1ccccc1[N+](=O)[O-])N(C(C)=O)CC2 (stereo unspecified) | -10 | 0 | 11 | -1 | -6 | -6 | 24 | -6
CCOc1ccc(C(O)(CCC(C)C)C(CN2CCOCC2)c2ccccc2)cc1 (stereo unspecified) | / | -1 | 19 | 2 | -7 | 2 | -10 | -36
Cc1ccc(C(=O)Nc2cccc(C(=O)N/N=C/c3ccc(O)cc3)c2)cc1 | 8 | / | -26 | -23 | 4 | -46 | -43 | 26
O=C(NN1CCCCC1)c1ccccc1 | 1 | 0 | 8 | -2 | -1 | -4 | 46 | 2
CCOC(=O)CSc1ccc(C(=O)NCCN2CCOCC2)cc1[N+](=O)[O-] | -1 | 0 | 14 | -1 | 2 | 3 | -2 | 6
COc1cccc(C2c3[nH]c4ccccc4c3C[C@H]3C(=O)N(C4CCN(Cc5ccccc5)CC4)CC(=O)N23)c1 (stereo partly specified) | 0 | -2 | 7 | 2 | -11 | 6 | 43 | -7
CCOc1ccc(C(=O)CCc2nc3ccccc3s2)cc1 | 9 | / | / | -14 | -5 | / | / | -21
C[C@H](O)C#Cc1ccc2c(c1)O[C@@H](CN(C)C(=O)Cc1ccccn1)[C@H](C)CN([C@H](C)CO)S2(=O)=O | 6[16.7 µM] | 1 | -6 | -2 | / | -4 | / | 8
O=C(NCc1ccc(F)cc1)c1c2c(nc3ccccc13)CCC2 | / | 0 | -52 | / | / | -7 | -132 | -12
CN1CCN(S(=O)(=O)c2ccc(Nc3ccc(F)cc3)nc2)CC1 | 1 | 0 | 3 | / | -5 | -17 | -1 | 0
Cc1cc(C)c2c(=O)[nH]c(SCC(=O)NCc3ccccc3)nc2n1 | -2 | -2 | 7 | -1 | / | -13 | / | 0
COCCNC(=O)CN1C(=O)CC(C)(C)S(=O)(=O)c2ccccc21 | -8 | -1 | -12 | -3 | 3 | -11 | -11 | 4
CC(C)n1c(-c2ccccc2)nc(=S)c2c1CCCC2 | / | 18 | 5 | / | -7 | 33 | -3 | /
O=[N+]([O-])c1ccc(NC(=S)NCCc2ccc(F)cc2)cc1 | / | 7 | -6 | / | -1 | 29 | 81* | /
COc1ccc(CN(C)C[C@@H]2Oc3ccc(NC(=O)Nc4ccc(C(F)(F)F)cc4)cc3C(=O)N([C@@H](C)CO)C[C@H]2C)cc1 | -9[16.7 µM] | 0 | 4 | 41 | -11 | 7 | / | -2
COCCNC(=O)C[C@H]1CC[C@@H]2[C@H](COC[C@@H](O)CN2S(=O)(=O)c2ccccc2C)O1 | -1[16.7 µM] | -61 | -2 | 1 | -4 | -7 | 3 | 0
CCOC(=O)[C@]12CCCC=C1N(CCC1=CCCCC1)C(=O)[C@H](CC(=O)N1CCC(c3ccccc3)CC1)C2 | / | -3 | 1 | / | 6 | 2 | 3 | /
CCn1c(-c2cc(-c3ccc(C)cc3)nc3ccccc23)n[nH]c1=S | -3 | 11 | 0 | 1 | -17 | -19 | -16 | 7

Random excerpt: 7 entries already listed.
SMILES | miR122 inh | CASP6 VEID inh | EWS-Fli inh | Cneo AK release | FN deposition inh | LGR2 antag | PAX8 inh HTS | PGC1a acetyl inh
CCOC(=O)[C@]12CCCC=C1N(CCC1=CCCCC1)C(=O)[C@H](CC(=O)N1CCC(c3ccccc3)CC1)C2 | / | -3 | 1 | / | 6 | 2 | 3 | /
CN1CCN(S(=O)(=O)c2ccc(Nc3ccc(F)cc3)nc2)CC1 | 1 | 0 | 3 | / | -5 | -17 | -1 | 0
CCn1c(-c2cc(-c3ccc(C)cc3)nc3ccccc23)n[nH]c1=S | -3 | 11 | 0 | 1 | -17 | -19 | -16 | 7
O=C(NCc1ccc(F)cc1)c1c2c(nc3ccccc13)CCC2 | / | 0 | -52 | / | / | -7 | -132 | -12
COCCNC(=O)CN1C(=O)CC(C)(C)S(=O)(=O)c2ccccc21 | -8 | -1 | -12 | -3 | 3 | -11 | -11 | 4
C[C@H](O)C#Cc1ccc2c(c1)O[C@@H](CN(C)C(=O)Cc1ccccn1)[C@H](C)CN([C@H](C)CO)S2(=O)=O | 6[16.7 µM] | 1 | -6 | -2 | / | -4 | / | 8
CCOc1ccc(C(=O)CCc2nc3ccccc3s2)cc1 | 9 | / | / | -14 | -5 | / | / | -21

Additional entries.
SMILES | miR122 inh | CASP6 VEID inh | EWS-Fli inh | Cneo AK release | FN deposition inh | LGR2 antag | PAX8 inh HTS | PGC1a acetyl inh
COc1ccccc1N(C)S(=O)(=O)c1ccc(C(=O)Nc2nc(C)cs2)cc1 | / | -2 | 2 | / | 11 | 8 | 7 | /
Cn1c(=O)c2c(nc(SCc3ccccc3)n2Cc2ccc(Cl)cc2)n(C)c1=O | -10 | / | / | 1 | -5 | / | 0 | 0
COCCNc1nc2c(c(=O)n(Cc3cccc(Br)c3)c(=O)n2C)n1C | 2 | 5 | 4 | -3 | -2 | -4 | 22 | 12
COc1ccccc1NC(=O)N[C@@H]1CC[C@H](CCn2cc(-c3ccccc3OC)nn2)O[C@H]1CO | / | -12 | 1 | 107* | -4 | -8 | 2 | -16
COc1ccc(NC(=O)N(C)C[C@H]2Oc3ccc(NC(=O)NC(C)C)cc3CC(=O)N([C@H](C)CO)C[C@H]2C)cc1 | 12[16.7 µM] | 3 | -5 | -6 | -9 | -2 | -14 | 4
COc1ccc(-n2nc3c(c2NC(=O)c2ccco2)CS(=O)(=O)C3)cc1 | -3 | 8 | -2 | 1 | -2 | 9 | -9 | -11
O=C(/C=C/c1ccc(Cl)cc1Cl)Nc1cccc(S(=O)(=O)NC2=NCCCCC2)c1 | / | 3 | -42 | / | -2 | -26 | 30 | /
N#CC1(NC(=O)COc2ccccc2[N+](=O)[O-])CCCCC1 | -15 | -2 | -5 | 0 | 5 | -1 | -9 | -5
